PLK1 PBD inh: qHTS for Inhibitors of PLK1-PDB (polo-like kinase 1 - polo-box domain): Primary Screen; Serine/threonine-protein kinase PLK1 (Homo sapiens), P53350; Plk1 PBD binding of FITC phosphopeptide, fluorescence polarization; Potency, µM, for inactives: max response, negative = inhibition, actives largely listed as inhibitors; 2.8% of 360,000 active; note: potency is the fitted concentration of half-maximal effect; series mostly up to about 57 µM; % is set by controls: 0 for no effect and ±100 for the full control effect; nearly all actives have a fitted effect of over 65% in size
Target sequence (P53350 whole entry, looked up, the tested form may be a part): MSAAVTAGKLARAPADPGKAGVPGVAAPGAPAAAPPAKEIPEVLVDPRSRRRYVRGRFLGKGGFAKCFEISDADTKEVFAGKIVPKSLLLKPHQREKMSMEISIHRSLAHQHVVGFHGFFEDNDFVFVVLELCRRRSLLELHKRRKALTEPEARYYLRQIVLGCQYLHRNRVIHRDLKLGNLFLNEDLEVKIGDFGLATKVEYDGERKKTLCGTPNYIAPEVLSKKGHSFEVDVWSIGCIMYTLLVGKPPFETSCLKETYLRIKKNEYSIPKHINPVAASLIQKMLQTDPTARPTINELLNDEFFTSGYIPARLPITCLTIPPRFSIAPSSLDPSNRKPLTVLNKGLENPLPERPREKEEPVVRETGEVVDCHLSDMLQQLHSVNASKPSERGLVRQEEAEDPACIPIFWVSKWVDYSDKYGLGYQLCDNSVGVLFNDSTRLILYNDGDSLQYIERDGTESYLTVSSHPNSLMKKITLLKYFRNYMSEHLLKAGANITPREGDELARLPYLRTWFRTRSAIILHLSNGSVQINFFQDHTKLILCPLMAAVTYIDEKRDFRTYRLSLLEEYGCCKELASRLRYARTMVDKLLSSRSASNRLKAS
IL-2 act: qHTS of IL-2 Activators. IL-2 activation reporter assay, cell-based qHTS; stimulated with anti-CD3/CD4/CD28 beads; in transgenic mouse T cells. activation, % (series mostly up to about 46 µM). 0.065% of 360,000 active; in the data active = activation above about 50%; inconclusive = mostly about 30% to 49%; note: 0% is about no effect
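Unstimulated transgenic mouse T cells; 60-min compound exposure; bead-based TCR/CD4/CD28 stimulation; 18 h culture, 37 degrees C; dual fluorescence (EGFP, DsRed) plate cytometry.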
PI5P4Ka inh: qHTS for Inhibitors of phosphatidylinositol 5-phosphate 4-kinase (PI5P4K) | 1.2% of 330,000 active | AID 652105, 2013 | PI5P4Kalpha enzyme, ADP-Glo luminescence, 60 min; stronger effect = lower value | Phosphatidylinositol 5-phosphate 4-kinase type-2 alpha (Homo sapiens), P48426 | max response, %; active = max response of -50% or lower; inconclusive = between -30% and -50%; inactive = -30% or higher; note: value at the top dose of about 77 µM; % is set by controls: 0 for no effect and ±100 for the full control effect
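Single end-point luminescence (ADP-Glo) quantified ADP from PI5P4Kalpha turnover; ATP 5 microM final, 1 h at RT, 0.1% CHAPS and 0.28 mM EGTA in HEPES pH 7.4.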
D3 ag: qHTS of D3 Dopamine Receptor Agonist: qHTS; D3R DiscoveRx beta-arrestin cells, luminescence, 90 min; max activation, %; 0.58% of 410,000 active; AID 652048, 2013; in the data active = max activation above about 30%; note: 0% is about no effect; mostly tested at two doses, the higher about 12 µM
Target sequence (P35462 whole entry, looked up): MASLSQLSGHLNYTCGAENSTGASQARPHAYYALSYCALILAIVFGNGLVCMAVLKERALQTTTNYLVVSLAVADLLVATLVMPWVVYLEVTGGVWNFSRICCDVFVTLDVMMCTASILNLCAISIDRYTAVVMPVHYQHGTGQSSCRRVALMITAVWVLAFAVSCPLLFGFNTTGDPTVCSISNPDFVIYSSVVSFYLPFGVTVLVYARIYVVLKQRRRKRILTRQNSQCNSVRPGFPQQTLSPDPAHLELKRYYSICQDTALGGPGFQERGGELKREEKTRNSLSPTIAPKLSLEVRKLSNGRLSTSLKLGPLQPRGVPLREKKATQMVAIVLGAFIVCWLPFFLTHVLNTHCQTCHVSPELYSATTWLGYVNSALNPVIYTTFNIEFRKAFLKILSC
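Agonist-mode cell screen: cells plated at 1500/well and incubated overnight at 37 °C, then exposed to library compounds for 90 min at 37 °C. Detection reagent was added for 30–60 min at room temperature, and luminescence was read.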
GLP1R ag: qHTS of GLP-1 Receptor Agonists; Potency, µM (doses to about 45.6 µM), for inactives: top-dose activation, hits mostly activators; Glucagon-like peptide 1 receptor (Homo sapiens), P43220; AID 624172, 2012; HEK293 GLP-1R CRE-luciferase, luminescence, 4-6 h; cells express a hypersensitive GLP-1R form; 0.007% of 380,000 active; note: potency is the fitted concentration of half-maximal effect; % of control where 0% means no effect
WRN helicase inh: qHTS for Inhibitors of WRN Helicase; WRN helicase unwinding, fluorescent forked duplex, kinetic; Bifunctional 3'-5' exonuclease/ATP-dependent helicase WRN (Homo sapiens), Q14191; AID 651768, 2012; Potency, µM (titrated, usually from 114 µM), for the others: at the highest dose activity change, negative = inhibition, most hits filed as inhibitors; 0.46% of 360,000 active; note: potency is the fitted concentration of half-maximal effect; % is set by controls: 0 for no effect and ±100 for the full control effect; nearly all actives have a fitted effect of over 55% in size
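Enzyme (20 nM final) and test compound sit together 15 min at room temperature before substrate addition. Substrate is a single-forked duplex oligonucleotide (100 nM) labelled with fluorophore and quencher, with 2 mM ATP; helicase unwinding raises red fluorescence, read kinetically.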
GLP1R cytotox: qHTS of GLP-1 Receptor Inverse Agonists: Cytotox Screen; HEK293 cAMP-luciferase reporter cells, luminescence, 24 h; Potency, µM (top dose mostly 38.3 µM), inactives show at the top dose activity change, negative = inhibition, usual class: inhibitors; 0.13% of 410,000 active; AID 624418, 2012;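 note: loss of luciferase light is scored as toxicity; potency is the fitted concentration of half-maximal effect; % is set by controls: 0 for no effect and ±100 for the full control effect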
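1536-well qHTS counterscreen of the MLSMR; 200 cells/uL, 12 h pre-incubation, 23 nL cpd, 24 h at 37 deg C 5% CO2, luciferase detection reagent, 12 min RT, luminescence. Inhibition = undesired.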
DRD3 antagonist: qHTS of D3 Dopamine Receptor Antagonist: qHTS. 2.5% of 360,000 active. D3R cells, DiscoveRx beta-arrestin luminescence, antagonist mode; stronger effect = lower value. max response, negative = inhibition, %. AID 652054, 2013. D(3) dopamine receptor (Homo sapiens), P35462; in the data active = max response below about -50%; inconclusive = no clear call, values can overlap the other calls; note: % is set by controls: 0 for no effect and ±100 for the full control effect; mostly tested at two doses, the higher about 12 µM
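Cells plated overnight at 1500 cells/well, then exposed to library compounds with dopamine controls for 90 minutes at 37 degrees C. DiscoveRx reagent added for 30–60 minutes at room temperature; luminescence read, quantitative HTS format.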
GLP-1R inv ag: qHTS of GLP-1 Receptor Inverse Agonists (Inhibition Mode) | AID 624417, 2012 | 1.6% of 410,000 active | Potency, µM (series often up to 38.3 µM), for inactives: at the top dose activity change, negative = inhibition, actives largely listed as inhibitors | Glucagon-like peptide 1 receptor (Homo sapiens), P43220 | HEK293 GLP-1R CRE-luciferase, luminescence, 24 h; GLP-1R form is constitutively active; note: potency is the fitted concentration of half-maximal effect; % is set by controls: 0 for no effect and ±100 for the full control effect; nearly all actives have a fitted effect of over 55% in size
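Luminescence readout: a drop in cAMP-driven luciferase signal flags inverse agonism at a constitutively active GLP-1R stably expressed in HEK293. Compound exposure lasted 24 hr at 37 deg C, 5% CO2.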
Starred values were filed as active, the others as inactive; ? = inconclusive; . = no result given; [ ] = another dose, or the depositor's remark. Unless noted, calls come from the whole dose curve; as a rule, active = well fitted curve in the direction sought with a large enough effect; inconclusive = small, poorly fitted or top-dose-only effect, or another doubt; inactive = no such curve, though single readings can be large; an effect the other way counts as inactive or inconclusive.

SMILES	PLK1 PBD inh	IL-2 act	PI5P4Ka inh	D3 ag	GLP1R ag	WRN helicase inh	GLP1R cytotox	DRD3 antagonist	GLP-1R inv ag
CCNC(=O)c1ccc(=O)n(Cc2ccc(Cl)cc2Cl)c1	-8%	-0.7	-2	8	3%	-15%	2%	7	14%
O=C(CN1C(=O)NC(Cc2ccccc2)C1=O)NC(=O)NC1CCCCC1 (configuration not stated)	0%	1.8	-4	1	0%	5%	7%	-4	15%
Cc1ccc([C@@H]2CC=C(C(=O)O)[C@H](c3ccc(F)cc3)N2S(=O)(=O)c2ccc(C)cc2)cc1	-20%	0.6	10	-21	0%	-2%	-11%	-83*	?
COc1ccc(/C=C/c2nc(-c3ccccc3O)n[nH]2)cc1	-1%	-0.7	9	1	-5%	-21%[57.1 µM]	-9%	-13	?
O=C(COC(=O)CNS(=O)(=O)c1ccccc1)Nc1ccc(Cl)cn1	0%	-0.1	-2	8	-13%	-1%	-1%	19	9%
CCCCCCn1cc(CN2CC(N(C)C)CS2(=O)=O)nn1 (configuration not stated)	1%	1.0	-1	3	-3%	1%	-8%	20	0%
CCc1cccc(NC(=O)c2ccc3c(=O)n4nc(Nc5ccccc5OC)sc4nc3c2)c1	.	.	.	-8	-5%	.	8%	.	-18%
COC(=O)c1ccccc1OCCCOc1ccc(C=O)cc1OC	-3%	1.7	-3	-13	?	-9%	-11%	15	1%
CCCCCOC(=O)c1ccc(OC(=O)c2cncc(Br)c2)cc1	-8%	-0.5	.	-1	0%	2%	13%	-74*	8%
Cc1ccc(C2C(C(=O)c3ccco3)=C(O)C(=O)N2c2nnc(C)s2)cc1 (configuration not stated)	-4%	3.7	.	1	-7%	2%	-13%	11	-7%
COc1ccccc1NC(=O)COC(=O)CCC1CCCC1	-3%	0.6	4	-4	11%	-13%	12%	16	7%
CCC(=O)c1ccc(OCC(=O)OCC(=O)N2CCc3ccccc3C2)cc1	-12%	0.4	3	-4	0%	0%	7%	0	16%
CCOC(=O)C(Cc1c[nH]c2ccccc12)NC(=O)c1ccccc1Br (configuration not stated)	-9%	-0.4	-1	-11	3%	-23%	8%	-14	-17%
COc1cccc(-c2ccc(C#N)c(SCC(=O)NCc3ccco3)n2)c1	-16%	-0.3	0	-4	-6%	-3%	4%	-20	18%
CCCC(C(=O)NC(C)(C)C)N(CCN1CCOCC1)C(=O)CNS(=O)(=O)c1ccccc1 (configuration not stated)	1%	1.9	-1	13	1%	-5%	-5%	8	-8%
CC(C)c1ncc(CO)n1Cc1c(Cl)cccc1Cl	4%	-1.8	-1	5	1%	3%	12%	0	8%
Cn1c(=O)oc2cc(S(=O)(=O)N3CCCC(C(=O)NCc4ccc(F)cc4)C3)ccc21 (configuration not stated)	.	.	.	-2	1%	.	1%	.	6%
Cn1c(Cn2nnc3ccccc32)nnc1SCC(=O)NCc1ccc2c(c1)OCO2	0%	-2.4	.	9	5%	-3%	5%	38	8%
COc1cccc(NC(=S)N2CCN(S(=O)(=O)c3ccc(F)cc3)CC2)c1	3%	-1.8	-4	-1	-1%	-1%	-6%	15	-30%
CCCC[n+]1ccn(C2=C([O-])c3ccccc3C(=O)/C2=N\S(=O)(=O)c2ccc(Br)cc2)c1	-5%	7.0	2	8	0%	-24%	-17%	-18	23%
CCn1cc(CN2CCN(CCc3ccccc3)C(CCO)C2)c(C)n1 (configuration not stated)	2%	-2.6	0	-5	0%	-13%[57.1 µM]	2%	7	14%
Cc1ccc(C)c(S(=O)(=O)N2CCN(C(=O)CN3C(=O)C4CC=CCC4C3=O)CC2)c1 (configuration not stated)	4%	-4.6	-5	2	-2%	1%	4%	7	-17%
COc1ccc(-c2noc3c2-c2nc(-c4cccc(C)c4)sc2CC3)cc1	1%	-0.4	16	59*	0%	4%	5%	45	13%
CNC(=O)c1c(NC(=O)c2cc(-c3cc(C)c(C)cc3O)n[nH]2)sc2c1CCCC2	-21%	-4.6	-2	7	0%	-4%	-7%	-3	1%
O=C1NC(=S)SC1=Cc1ccc(F)cc1	-12%	-2.0	-71*	0	-19%	-17%	?	5	-14%

Just GLP1R cytotox, for some of the entries so far:
Structure | GLP1R cytotox
Cc1ccc([C@@H]2CC=C(C(=O)O)[C@H](c3ccc(F)cc3)N2S(=O)(=O)c2ccc(C)cc2)cc1 | -11%
COc1ccc(/C=C/c2nc(-c3ccccc3O)n[nH]2)cc1 | -9%

(more compounds)
SMILES	PLK1 PBD inh	IL-2 act	PI5P4Ka inh	D3 ag	GLP1R ag	WRN helicase inh	GLP1R cytotox	DRD3 antagonist	GLP-1R inv ag
Cc1cc(Nc2ccc(F)cc2Cl)n2nc(C)nc2n1	?	1.4	1	-2	-2%	0%	-18%	-10	18%
Cc1c(NC(=O)Nc2cc(F)c(F)cc2Cl)c(=O)n(-c2ccccc2)n1C	-5%	0.8	1	3	15%	0%	4%	-20	15%
COc1ccc(CNC(=O)C(C)Sc2nc3ccccc3c(=O)n2CC2CCCO2)cc1 (configuration not stated)	1%	-6.1	-1	4	2%	6%	-12%	7	2%
COCCCNC(=O)c1ccc(Cn2c(=O)c3ccccc3n(Cc3ccc(Cl)cc3)c2=O)cc1	.	.	.	-17	1%	.	0%	.	16%
O=C(c1ccccc1-c1nc(-c2ccccc2Cl)no1)N1CCOCC1	5%	-0.1	-2	-5	7%	-9%	-9%	3	16%
CC(C)(C)c1ccc2c(c1)N(CC(=O)N1CCOCC1)C(=O)CO2	2%	1.8	4	4	-1%	-20%	-1%	1	7%
COC(=O)C1=NN(N=O)C2(CC(=O)N(c3cc(C)cc(C)c3)C2=O)C1 (configuration not stated)	-26%	0.5	2	-2	1%	-23%	0%	?	1%
Cc1ccc2nc(SCC(=O)NC3CCS(=O)(=O)C3)[nH]c2c1 (configuration not stated)	-5%	-0.8	0	-2	2%	-5%	-10%	13	12%
O=C1NC[C@@H](CCCCN2CCN(CC3CCCCC3)C(=O)C2=O)N(Cc2ccccc2)C1=O	0%	1.4	2	6	8%	0%	3%	9	9%
Cc1cc(C)cc(C(=O)Nc2c(C(=O)Nc3ccccc3F)oc3ccccc23)c1	.	.	.	-10	2%	.	-16%	.	10%
CCOCCCNC(=O)/C(C#N)=C/c1cc(Br)c(O)c(Br)c1	21µM*	-3.6	-101*	-14	3%	-1%	25%	-10	?
COC(=O)CCN(c1ccccc1)S(=O)(=O)c1ccc(OC)cc1	3%	1.9	-7	-3	-1%	-1%	1%	9	0%
O=C(O)CCCC(=O)N1N=C(c2ccco2)CC1c1ccco1 (configuration not stated)	-14%	-1.1	-1	-4	-2%	-4%	3%	-6	15%
CCOC1=C2[C@H](c3cccc(Cl)c3)N(S(=O)(=O)c3ccc(C)cc3)C[C@H]2n2c(=O)n(-c3ccccc3)c(=O)n2C1	-19%	2.0	0	12	2%	-10%	8%	8	24%
N=C(c1ccc([N+](=O)[O-])cc1)N1CCCCCC1	-4%	-2.2	-1	-10	7%	1%	-9%	22	43%[activator]
CC1(C)CC(=O)c2c(oc3ccc(NS(=O)(=O)c4ccc(C(=O)O)cc4)cc23)C1	-5%	-2.5	5	0	15%	-2%	1%	6	9%
CCOC(=O)c1c(NC(=O)CSc2nnc(-c3ccc(C)cc3)o2)sc(C(C)=O)c1C	-2%	-0.8	.	1	3%	-17%	-11%	-15	0%
Cc1sc2nc(SCC(=O)N(C)Cc3ccccc3)n(-c3ccccc3)c(=O)c2c1C	-5%	-0.3	5	6	-1%	-28%	-5%	35	-2%
CC(O)(c1ccccc1)c1nc(-c2ccccc2)cs1 (configuration not stated)	-1%	0.8	-7	-2	-1%	-5%	7%	0	-30%
O=S(=O)(c1ccc(NC2CCCc3ccccc32)nc1)N1CCOCC1 (configuration not stated)	-2%	-3.7	-5	2	0%	-12%	-8%	-1	3%
CC(C)(C)C1CCC(C(=O)NCC(c2cccs2)N2CCOCC2)CC1 (configuration not stated)	-10%	-5.0	6	-16	6%	0%	-16%	3	?

Record cards (already shown). Order of values: PLK1 PBD inh	IL-2 act	PI5P4Ka inh	D3 ag	GLP1R ag	WRN helicase inh	GLP1R cytotox	DRD3 antagonist	GLP-1R inv ag
`Cc1ccc2nc(SCC(=O)NC3CCS(=O)(=O)C3)[nH]c2c1` (configuration not stated) reads -5%	-0.8	0	-2	2%	-5%	-10%	13	12%
`O=C(O)CCCC(=O)N1N=C(c2ccco2)CC1c1ccco1` (configuration not stated) reads -14%	-1.1	-1	-4	-2%	-4%	3%	-6	15%
`O=C1NC[C@@H](CCCCN2CCN(CC3CCCCC3)C(=O)C2=O)N(Cc2ccccc2)C1=O` reads 0%	1.4	2	6	8%	0%	3%	9	9%
`CC(C)(C)c1ccc2c(c1)N(CC(=O)N1CCOCC1)C(=O)CO2` reads 2%	1.8	4	4	-1%	-20%	-1%	1	7%
`COCCCNC(=O)c1ccc(Cn2c(=O)c3ccccc3n(Cc3ccc(Cl)cc3)c2=O)cc1` reads .	.	.	-17	1%	.	0%	.	16%

Bioassay records: PubChem BioAssay, National Center for Advancing Translational Sciences (NCATS)
